FAK inh – blocks human focal adhesion kinase activity; Q05397; biochemical FAK kinase activity assay; inhibition, %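 (tested at 7 µM)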; actives 0.84% (n = 97,000); AID 727; in the data active = inhibition above about 19%;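 also: 0% = DMSO and 100% = reference compound high control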
MT1-MMP txn act – activates MT1-MMP transcription; activation factor at 10 µM; AID 750; actives 0.16% (n = 86,000); HT1080 MT1-MMP promoter luciferase reporter, luminescence, overnight; hits give high values;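 active = activation factor of at least 2 for MT1-MMP transcription at 10 µM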
S1P2 ag – activates the human S1P2 receptor; O95136; S1P2-expressing cell line, agonist reporter read-out; activation, % at 4.5 µM; actives 0.46% (n = 97,000); in the data active = activation above about 16%;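 also: 0% = vehicle low control and 100% = maximal reference agonist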
Target sequence (O95136 whole entry, looked up): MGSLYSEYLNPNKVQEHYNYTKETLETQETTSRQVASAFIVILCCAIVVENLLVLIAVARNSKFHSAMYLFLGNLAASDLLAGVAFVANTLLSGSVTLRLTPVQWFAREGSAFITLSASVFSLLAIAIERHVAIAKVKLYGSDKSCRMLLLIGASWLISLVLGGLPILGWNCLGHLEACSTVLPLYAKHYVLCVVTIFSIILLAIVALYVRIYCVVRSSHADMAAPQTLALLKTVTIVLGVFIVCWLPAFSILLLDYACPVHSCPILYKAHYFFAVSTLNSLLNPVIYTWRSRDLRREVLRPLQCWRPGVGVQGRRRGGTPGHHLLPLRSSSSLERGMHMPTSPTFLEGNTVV
EphB4 ephrin blk – EphB4-ephrin-B2 interaction antagonism | EphB4 LBD / TNYL-RAW-Alexa532 peptide, fluorescence polarization | actives 0.15% (n = 97,000) | inhibition, % at 7 µM;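 active = inhibition above the screen-wide mean inhibition plus 3 SD, cut at about 15% in these data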;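 also: 0% = DMSO wells and 100% = excess unlabeled TNYL-RAW peptide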
Plk1 PBD FP – inhibitors of human Plk1 polo box domain binding. actives 0.13% (n = 97,000). inhibition, %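 (tested at about 20 µM)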. Plk1 PBD phosphopeptide binding, fluorescence polarization. P53350; in the data active = inhibition above about 34%, passing the limit was not always enough
PLK1 inh – blocks human PLK1 kinase activity; P53350; recombinant PLK1 kinase, TR-FRET peptide phosphorylation; inhibition, % at 10 µM; actives 0.53% (n = 97,000); AID 619;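 active = inhibition of 50% or more in the single-concentration screen; inactive = inhibition below 50%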;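 also: 0% = DMSO max control and 100% = H-89 dihydrochloride min control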
Rev-RRE block – inhibitors of HIV-1 Rev-RRE RNA interaction; Rev peptide-RRE RNA binding, FRET; inhibition, % at 8 µM; actives 0.79% (n = 97,000); AID 704;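 active = inhibition above the screen-wide mean plus 3 SD, cut at about 35% in these data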;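 also: 0% = median DMSO wells and 100% = median Neomycin B control wells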
Target sequence (P05866 whole entry, looked up): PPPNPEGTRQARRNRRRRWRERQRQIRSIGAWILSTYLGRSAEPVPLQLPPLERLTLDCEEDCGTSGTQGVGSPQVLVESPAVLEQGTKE
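Test system: Cy5-tagged RRE RNA duplex with fluorescein-tagged Rev peptide; Probe or stimulus: labelled Rev peptide; Schedule: 5 min preincubation and 15 min binding, 25 °C; Signal: FRET fluorescence readout; Evaluation: % inhibition from 671/540 nm acceptor-to-donor ratio, scaled between controls; Control set: DMSO and neomycin B.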
S1P2 antag – antagonists of human S1P2 receptor | AID 736 | actives 0.21% (n = 97,000) | O95136 | cell-based S1P2 antagonist assay, inhibition at 5 uM | inhibition, % at 5 µM; in the data active = inhibition above about 45%;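 also: CRE beta-lactamase reporter cells expressing human S1P2 stimulated with S1P; 0% = agonist at EC80 alone and 100% = agonist plus reference antagonist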
PLAP act – human PLAP activation. P05187. purified PLAP enzyme, luminescent substrate read-out; hits give high values. activation fold at 20 µM. actives 1.2% (n = 96,000); in the data active = activation fold above about 2
Target sequence (P05187 whole entry, looked up): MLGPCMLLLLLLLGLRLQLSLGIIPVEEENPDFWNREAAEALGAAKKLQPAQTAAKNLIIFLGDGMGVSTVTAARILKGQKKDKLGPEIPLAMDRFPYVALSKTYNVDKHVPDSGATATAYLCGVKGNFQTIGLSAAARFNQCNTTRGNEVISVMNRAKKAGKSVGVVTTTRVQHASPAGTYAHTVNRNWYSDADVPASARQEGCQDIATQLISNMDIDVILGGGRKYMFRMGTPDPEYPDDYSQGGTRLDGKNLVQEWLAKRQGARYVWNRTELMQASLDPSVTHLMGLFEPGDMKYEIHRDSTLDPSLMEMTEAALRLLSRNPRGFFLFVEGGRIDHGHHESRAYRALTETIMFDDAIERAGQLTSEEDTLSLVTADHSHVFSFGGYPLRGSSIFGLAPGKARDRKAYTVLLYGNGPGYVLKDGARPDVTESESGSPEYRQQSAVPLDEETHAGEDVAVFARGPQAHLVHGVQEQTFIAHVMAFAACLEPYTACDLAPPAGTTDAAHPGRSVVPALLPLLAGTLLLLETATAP
The depositor's hits bear a star; x = not tested or not shown.

SMILES	FAK inh	MT1-MMP txn act	S1P2 ag	EphB4 ephrin blk	Plk1 PBD FP	PLK1 inh	Rev-RRE block	S1P2 antag	PLAP act
Cc1cc(=O)n2c3ccccc3n(CC(O)CN3CCCC3)c2c1C#N (stereo unspecified)	5	x	0	0	0	-6	0	1	1
CCOc1ccccc1NC=C1C(=O)OC(C)(C)OC1=O	2	1.2	-3	-5	15	-5	-3	-27	1.1
CCN1CCN(C(c2cccs2)C(C)NC(=O)c2ccccc2)CC1 (stereo unspecified)	1	1.1	-7	0	14	-23	3	14	x
O=c1[nH]c(CCl)nc2cc(-c3ccc(Cl)cc3)sc12	4	x	-5	0	16	-15	5	-10	1.5
COC(=O)c1ccc(N2CCN(c3ccccc3)CC2)c(NC(=O)C2CC2)c1	2	x	0	0	-8	-4	3	2	1
CCOc1cccc(CNc2ccc(O)cc2)c1OCc1ccccc1Cl	37*	x	-4	2	4	-7	3	12	x
CN=C(NC)SC1CC(=O)N(c2ccccc2)C1=O (stereo unspecified)	2	1.1	-1	-7	4	-3	1	3	0.9
CCOC(=O)c1ccccc1NC(=O)c1ccc(NS(C)(=O)=O)cc1	5	1	-1	4	-12	-3	12	8	1.1
COc1ccc(NC2=NC3(CCCCC3)N=C(N)N2)cc1	-6	0.9	-2	1	22	-15	1	14	1.2
CCOc1c2ccc(C(=O)NCCCCc3ccccc3)cc2nn1CC	-4	x	-10	1	7	-8	7	6	1.3
O=C(NCc1ccccc1Cl)c1cnccn1	-1	1.2	-4	0	10	-5	4	3	0.9
CCOC(=O)C1CCN(S(=O)(=O)c2cc(Cl)c(C)cc2OC)CC1	-1	1.3	-7	0	-3	-7	16	6	1.4
Cc1cnc(N)c2c(=O)oc3ccccc3c12	16	1.2	1	-7	-18	52*	5	-35	0.9
CC1CCN(CCCNC(=O)c2ccc(CS(=O)(=O)Cc3ccccc3F)o2)CC1	-2	1	2	-10	-3	-12	-2	-8	x
O=C(CSc1nc2ccccc2o1)c1ccccc1	-3	1.4	-7	0	10	-6	5	-17	x
CCOc1cc(NC(=O)C2CCCO2)c(OCC)cc1NC(C)=O (stereo unspecified)	-2	1.1	-5	-7	31	-9	-1	-7	1
c1ccc(-n2ncc3c(N4CCC5(CC4)OCCO5)ncnc32)cc1	-1	1.6	-3	-4	-9	-4	0	-8	0.8
C/C(=N/NC(N)=S)c1ccccc1[N+](=O)[O-]	-5	x	-5	-3	-14	-4	5	9	1
CCC(=O)Nc1nc2cc(OC)ccc2s1	11	1.6	-2	-4	13	1	10	7	0.8
Cc1cc2n(c(=O)c1C#N)CCCN2c1ccccc1	0	0.9	-5	10	-28	-3	1	10	x
O=C1CC2(CCCCC2)Oc2ccc(OCC(=O)N3CCOCC3)cc21	-2	1.3	-5	4	-9	-9	2	-2	1.1
Cc1cc(NC(=O)CCN2C(=O)C3C4CCC(C4)C3C2=O)cc(C)c1Br (stereo unspecified)	4	x	-4	3	11	-12	11	-6	x
COc1cc2c(cc1OC)CN(C(C)C(=O)N1CCc3ccccc31)CC2 (stereo unspecified)	-1	1.2	-7	6	-11	-5	4	-5	1.4
CCOC(=O)c1c(-c2ccccc2)csc1NC(=O)c1nn(CC)cc1Br	0	1	1	0	14	-14	13	-11	1
Cc1ccc(S(=O)(=O)N(C)CC(=O)O/N=C(\N)c2ccccn2)cc1	0	x	-2	-2	1	-17	0	-15	0.9
O=C1CC(N2CCN(C3CC(=O)N(CCc4ccccc4)C3=O)CC2)C(=O)N1CCc1ccccc1 (stereo unspecified)	4	1	-4	-2	-4	0	-2	3	1.4
Cc1cccc(Cc2c(C)nc3c(C(=O)NCc4ccco4)cnn3c2C)c1	-8	1	-11	2	5	2	7	4	1
Cc1cc(-c2ccccc2)[nH]c(=O)c1S(=O)(=O)c1ccccc1	5	x	-11	1	11	-8	2	18	1.1
CCOc1ccc(NC(=O)CN(C)c2ccc(S(=O)(=O)N(C(C)C)C(C)C)cn2)cc1OCC	-2	0.8	-5	2	0	2	6	1	1.1
CN(c1ccccc1C(=O)NCc1ccccn1)S(C)(=O)=O	-1	1.1	-4	9	-27	8	4	-2	0.8
Cc1ccc(S(=O)(=O)N2CCN(C(=O)CSc3nc4ccccc4o3)C2)cc1	3	1.3	-9	3	-12	-5	11	1	0.8
CC(C)C(=O)Nc1cccc(NC(=O)c2cccnc2)c1	-2	1	-3	-2	10	-4	6	-6	1.1
CN1OC(COC(=O)c2ccc(Cl)cc2Cl)CC1c1ccccc1 (stereo unspecified)	0	x	-2	-4	-24	-7	12	-4	1.1
Cc1ccc(-c2noc(CSc3nnc(CCc4ccccc4)n3-c3ccccc3)n2)cc1	1	1.2	0	7	-13	-8	-8	-11	1.6
Cc1nn(C)c(C)c1S(=O)(=O)NC1CCCc2ccccc21 (stereo unspecified)	-1	1.2	-1	-2	7	-13	-4	-4	1
COc1cc(CC(=O)NCCc2ccc(S(N)(=O)=O)cc2)cc(OC)c1OC	0	x	-2	-4	-5	0	-1	4	1.1
O=C(Nc1cccc(-c2cn3cccnc3n2)c1)c1ccco1	2	1.2	-6	2	-6	-7	7	21	1
CCc1[nH]nc2c1C1(CCOC1C)C(C#N)=C(N)O2 (stereo unspecified)	0	1.2	-9	6	-15	6	5	14	1
Cc1ccc(CC23CN4CCN(CC(C4)C2O)C3)c(C)c1 (stereo unspecified)	1	1.1	-6	-10	-23	-14	2	7	1
O=S(=O)(NCCc1ccncc1)c1cc(Br)ccc1F	-2	1.1	-3	-1	-2	-5	5	-7	0.8
C=CCN(Cc1cccc(OC)c1OC)S(=O)(=O)N(C)C	1	1	-9	-5	-16	-12	-5	-26	1.1
COC(=O)c1ccccc1NC(=O)c1ccccc1SC	-2	0.9	0	5	16	-10	1	-45	x
COc1cc([N+](=O)[O-])ccc1NC(=O)C[n+]1cccc(C)c1	-5	x	-4	0	-11	-1	1	5	0.9
Cc1cc(C)c(C)c(OCC(=O)O/N=C(\N)c2ccccn2)c1	0	0.9	0	3	8	9	14	6	0.9
CC(=O)OC1CCC(OC(C)=O)c2c1n([O-])c(C)c(C)[n+]2=O (stereo unspecified)	14	1	-4	1	-7	0	8	8	1.1
CCCCCn1c(=N)n(CC(O)COc2ccccc2OC)c2ccccc21 (stereo unspecified)	-11	1.2	-8	-7	-19	4	11	12	1.2
c1ccc(-c2n[nH]c(-c3ccccc3)c2-c2nc3ccccc3[nH]2)cc1	0	1.1	-10	-3	8	-13	6	3	1.8
CCOC(=O)c1c(C)[nH]c(C)c1C(=O)COC(=O)c1ccc(Cl)c(S(N)(=O)=O)c1	1	1.1	-1	5	-48	-13	9	-5	1.6
Cc1cc(-n2nc(C)cc2C)nc(N)n1	-1	1	-6	2	6	-7	7	-23	1
Cc1cc(=O)[nH]c(SCc2nc3ncccn3c2Br)n1	-10	1.2	1	11	-4	-9	2	-6	0.9
COC(=O)CNC(=O)CCCCC(=O)NCC(=O)OC	-1	x	-3	3	14	-3	10	16	1.2
COc1cccc(C2=CC(c3ccc(N(C)C)cc3)n3nnnc3N2)c1 (stereo unspecified)	-8	1.5	-1	-6	-20	-3	11	-14	0.8
COC(=O)C(C)N1C(=O)S/C(=C\c2cc(C)n(-c3ccccn3)c2C)C1=O (stereo unspecified)	0	1.5	-2	2	19	-6	7	-2	1.9
CCC(C)NS(=O)(=O)c1ccc(OC)c(Cl)c1Cl (stereo unspecified)	-1	x	-2	3	-14	-6	7	-3	0.7
COc1ccc2oc(=O)c(C(=O)NCc3cccnc3)cc2c1	3	1.2	-5	3	2	-13	2	-12	x
Cc1cccc(OCCCN2CCCCCC2)c1	7	1.1	-3	-6	10	-5	3	-6	0.9
COC(=O)CC1SC(=O)NC1=Nc1cccc(C)c1 (stereo unspecified)	1	1.1	-2	-1	-4	-8	6	1	0.8
CCn1cc(C(=O)NCC2CCCO2)c(=O)c2cc(S(=O)(=O)N(C)C)ccc21 (stereo unspecified)	7	1.2	-4	6	13	-14	4	-9	x
O=C(NCCNC1CCN(Cc2ccccc2)CC1)c1cccs1	-2	x	-5	-4	-14	-2	4	12	0.8
O=C(CCN1C(=O)c2ccncc2C1=O)Nc1ccc(F)cc1	2	1	-5	-5	20	-4	7	7	0.7

Remaining list, next part:
SMILES	FAK inh	MT1-MMP txn act	S1P2 ag	EphB4 ephrin blk	Plk1 PBD FP	PLK1 inh	Rev-RRE block	S1P2 antag	PLAP act
CCOC(=O)c1sc(NC(=O)CSc2nc(-c3ccco3)cc(C(F)(F)F)n2)c(C#N)c1C	-2	1.2	-5	7	-17	-10	20	15	1
OC(c1cccs1)c1nccc2ccccc12 (stereo unspecified)	5	0.9	-3	4	7	33	6	-8	0.7
CCCC(=O)Nc1sc(C)c(-c2ccc(C(C)CC)cc2)c1C#N (stereo unspecified)	-1	x	-6	1	1	-10	4	16	1
COC(=O)c1[nH]c2cccc(OC)c2c1NC(=O)CN(C)CC1OCCO1	1	1.1	-3	1	-13	-18	1	4	1.1
CCOP(=O)(c1c(F)c(F)c(F)c(F)c1F)C1(O)CCCCC1 (stereo unspecified)	-3	1	-7	-15	17	-5	-1	16	0.8
CCNS(=O)(=O)c1ccc(OCCNS(C)(=O)=O)cc1	0	1.1	-2	4	-1	-14	5	-14	1.1
O=C(Nc1ccc(CN2CCOCC2)cc1)c1cc2ccccc2o1	8	0.6	-4	-1	16	4	2	-2	1.6
Cc1nc2cccc(C)n2c(=O)c1Cl	-1	x	-2	1	42*	3	3	0	1
COc1ccc(/C=N/NC(=O)c2cccc([N+](=O)[O-])c2)cc1OC(=O)c1ccc(C)cc1	1	x	-4	2	-18	-2	-1	-7	1
O=C(Nc1ccc(N2CCCC2)c(Cl)c1)c1ccc2c(c1)OCCO2	4	1.4	-5	2	-3	-1	5	9	x
CCC(CC)c1nnc(NC(=O)CN2C(=O)C3C4C=CC(C4)C3C2=O)s1 (stereo unspecified)	-1	1.1	-2	1	-19	-7	6	9	1.3
O=C(CCNc1cccc(C(F)(F)F)c1)c1ccco1	0	x	2	-3	-5	-6	2	-22	0.8
CCC(C)NC(=O)CO/N=C/c1ccc(C(=O)OC)cc1 (stereo unspecified)	-1	0.9	-5	1	20	-4	-3	-16	0.8
Cc1cc(NC(=O)c2ccco2)ccc1-n1cnnn1	-7	1.6	1	4	21	-6	4	10	1.1
C=CCNC(=S)Nc1sc2c(c1C(=O)OCC)CCN(C(=O)OCC)C2	1	x	-4	6	9	-7	2	-6	1.2
O=C(Nc1ccc(N2CCCCC2)cc1)c1ccc2c(c1)OCCO2	3	1.5	-3	-2	-36	-7	-2	6	0.7
O=C(/C=C/c1cccc(C(F)(F)F)c1)Nc1cccc(C(F)(F)F)c1	-1	x	-2	3	13	-13	18	15	0.8

Assay outcomes: PubChem BioAssay, several laboratories
